Cav3 T inh = Cav3.2 calcium influx blockers – cell-based, Fluo-4 calcium fluorescence, FDSS, MLSMR library, primary screen. Voltage-dependent T-type calcium channel subunit alpha-1H (Homo sapiens), O95180. Cav3.2-expressing cells; stronger effect = lower value. B-score at 10 µM. 100,000 compounds, 4% hits;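 active means single-dose well whose peak fluorescence ratio is a statistical outlier from its plate by either plate-standardised score or position-corrected B-score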
Target sequence (O95180 whole entry, looked up): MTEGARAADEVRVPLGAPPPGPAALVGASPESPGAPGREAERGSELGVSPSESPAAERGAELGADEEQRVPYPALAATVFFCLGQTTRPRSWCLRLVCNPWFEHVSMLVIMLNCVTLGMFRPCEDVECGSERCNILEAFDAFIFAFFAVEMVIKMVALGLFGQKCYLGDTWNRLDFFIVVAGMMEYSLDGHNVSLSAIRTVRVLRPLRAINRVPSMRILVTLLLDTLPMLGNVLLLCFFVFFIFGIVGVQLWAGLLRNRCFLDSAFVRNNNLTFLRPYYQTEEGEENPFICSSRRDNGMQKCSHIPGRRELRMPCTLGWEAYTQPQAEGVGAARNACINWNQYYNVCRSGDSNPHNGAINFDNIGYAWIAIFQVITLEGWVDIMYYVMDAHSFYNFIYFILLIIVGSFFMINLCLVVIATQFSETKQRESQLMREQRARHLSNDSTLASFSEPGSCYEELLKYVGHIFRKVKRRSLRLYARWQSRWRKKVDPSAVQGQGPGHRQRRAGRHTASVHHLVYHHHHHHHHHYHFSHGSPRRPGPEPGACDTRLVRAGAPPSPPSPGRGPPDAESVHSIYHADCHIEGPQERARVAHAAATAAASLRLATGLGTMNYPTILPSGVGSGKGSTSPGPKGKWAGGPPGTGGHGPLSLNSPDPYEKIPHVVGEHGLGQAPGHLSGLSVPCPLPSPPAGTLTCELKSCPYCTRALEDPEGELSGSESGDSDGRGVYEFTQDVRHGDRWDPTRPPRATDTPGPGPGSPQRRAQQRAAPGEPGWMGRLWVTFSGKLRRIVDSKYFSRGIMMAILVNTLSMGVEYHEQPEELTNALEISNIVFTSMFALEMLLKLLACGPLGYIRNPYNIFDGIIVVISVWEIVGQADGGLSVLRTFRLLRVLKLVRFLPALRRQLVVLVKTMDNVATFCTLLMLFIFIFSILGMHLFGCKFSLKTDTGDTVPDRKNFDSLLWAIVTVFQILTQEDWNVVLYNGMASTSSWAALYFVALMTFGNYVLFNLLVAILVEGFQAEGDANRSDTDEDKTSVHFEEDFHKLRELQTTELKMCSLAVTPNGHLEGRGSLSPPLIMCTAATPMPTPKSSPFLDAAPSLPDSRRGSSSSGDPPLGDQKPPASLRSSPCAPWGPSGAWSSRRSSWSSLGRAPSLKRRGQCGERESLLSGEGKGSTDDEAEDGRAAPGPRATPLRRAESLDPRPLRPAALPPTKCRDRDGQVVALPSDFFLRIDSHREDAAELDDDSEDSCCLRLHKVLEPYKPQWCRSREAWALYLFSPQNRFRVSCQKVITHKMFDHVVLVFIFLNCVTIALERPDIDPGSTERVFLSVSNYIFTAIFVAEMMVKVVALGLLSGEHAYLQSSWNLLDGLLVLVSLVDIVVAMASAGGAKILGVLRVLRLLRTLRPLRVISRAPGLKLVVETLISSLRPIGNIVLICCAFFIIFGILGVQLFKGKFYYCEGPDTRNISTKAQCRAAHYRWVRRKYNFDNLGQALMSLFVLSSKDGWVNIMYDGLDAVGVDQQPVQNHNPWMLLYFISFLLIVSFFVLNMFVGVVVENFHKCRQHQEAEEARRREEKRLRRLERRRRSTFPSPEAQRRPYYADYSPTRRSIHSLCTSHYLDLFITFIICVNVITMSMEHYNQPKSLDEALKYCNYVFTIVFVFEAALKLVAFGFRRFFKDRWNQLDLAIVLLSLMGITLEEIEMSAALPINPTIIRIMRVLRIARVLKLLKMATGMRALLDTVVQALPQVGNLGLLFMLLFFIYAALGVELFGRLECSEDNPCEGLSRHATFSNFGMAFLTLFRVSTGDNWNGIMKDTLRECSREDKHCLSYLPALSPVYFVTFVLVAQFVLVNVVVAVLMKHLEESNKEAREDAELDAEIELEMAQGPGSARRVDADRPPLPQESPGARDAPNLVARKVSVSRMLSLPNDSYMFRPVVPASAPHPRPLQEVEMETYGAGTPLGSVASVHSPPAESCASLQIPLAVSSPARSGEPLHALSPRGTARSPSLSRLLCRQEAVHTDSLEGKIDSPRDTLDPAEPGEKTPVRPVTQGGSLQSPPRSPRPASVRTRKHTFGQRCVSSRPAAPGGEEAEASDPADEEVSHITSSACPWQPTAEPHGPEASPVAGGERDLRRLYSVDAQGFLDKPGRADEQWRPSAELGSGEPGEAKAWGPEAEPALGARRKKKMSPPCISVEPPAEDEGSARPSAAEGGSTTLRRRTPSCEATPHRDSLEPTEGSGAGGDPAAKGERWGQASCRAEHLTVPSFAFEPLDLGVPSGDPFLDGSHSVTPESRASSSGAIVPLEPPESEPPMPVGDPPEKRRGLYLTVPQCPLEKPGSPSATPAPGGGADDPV
The depositor's hits bear a star.

SMILES	Cav3 T inh
N#Cc1nc(COc2ccc(Cl)cc2Cl)oc1N1CCN(c2ccccc2)CC1	-1.4
COc1ccc(N=Nc2cnc(C)nc2-c2ccccc2)cc1	-0.47
CCOc1ccc2nc(NS(=O)(=O)c3ccc4c(c3)n(C)c(=O)n4C)sc2c1	0.28
Cc1nc2cc3nc(C)sc3cc2s1	1.4
Cc1nn(Cc2c(Cl)cccc2Cl)c(Cl)c1/C=C/C(=O)OCC(=O)NCC(F)(F)F	0.46
O=C(Nc1nccs1)[C@@H]1CC=C[C@@H]2CCN(Cc3ccccc3)C(=O)[C@@H]21	-0.48
O=C(N/N=C/c1ccc(O)cc1)/C(=C/c1ccc([N+](=O)[O-])cc1)NC(=O)c1ccccc1	0.26
O=C1CN(C(=O)CSc2nnc(C3CC3)n2-c2ccccc2)c2ccccc2N1	1.1
COc1ccc(N2C(=O)CC(SCC(=O)O)C2=O)cc1 (configuration not stated)	-0.19
Cc1ccc(/C=N/NC(=O)C2CCN(Cc3ccc(F)cc3Cl)CC2)o1	0.082
CCC(C)NC(=O)c1cnn2c1NC(c1ccc3c(c1)OCO3)CC2C(F)(F)F (configuration not stated)	1.5
O=C(Nc1ccc2oc(-c3ccccc3)nc2c1)c1ccc2c(c1)OCCO2	0.057
Cc1ccc2[nH]c(=O)c(CN(CC3CCCO3)C(=O)c3ccncc3)cc2c1 (configuration not stated)	0.44
Cc1cc(C)cc(-n2c(=O)c3sccc3n(CC(=O)NCc3ccco3)c2=O)c1	0.37
COc1ccc(NC(=O)C2CC(=O)n3cnnc3S2)cc1 (configuration not stated)	2.1
O=C(O)c1ccc2c(c1)N(Cc1cccc(F)c1)C(=O)CS2	2.1
C=CCOc1ccc(CNc2nccs2)cc1	-1.4
Cc1cc(C)c(S(=O)(=O)N2CCCCC2)c(C)c1N(C)S(=O)(=O)c1ccccc1	-4.3*
OC(CNCC1COc2ccccc2O1)COCc1cccs1 (configuration not stated)	1.3
COc1ccc(NC(=O)Nc2ncn(Cc3cccc(C(F)(F)F)c3)n2)cc1OC	0.00023
CC(C)=CCC/C(C)=C/C(=O)O	0.44
Cc1ccc(O)c(-c2cc(C(=O)Nc3ccc(S(=O)(=O)N4CC(C)OC(C)C4)cc3)[nH]n2)c1 (configuration not stated)	0.38
CCOc1ccc(N2CC(C(=O)NCc3ccc(F)cc3)CC2=O)cc1 (configuration not stated)	0.022
COc1cc(Sc2ccc(C)cc2)c(OC)cc1N	-1.2
C=CCSC1=N/C(=C\c2ccc(C)o2)C(=O)S1	-0.44
Cc1cc(C)c(NC(=O)CS(=O)CC(=O)NCC2CCCO2)c(C)c1 (configuration not stated)	0.036
CCNc1nc(NCC)nc(Nn2cnnc2)n1	0.063
Cc1ccc(N2C(=O)c3ccccc3C2Nc2cccnc2)nc1 (configuration not stated)	0.0086
CC1CCN(S(=O)(=O)c2ccc(NC(=O)CN3CCCC(C)C3)cc2)CC1 (configuration not stated)	-1.3
FC(F)(F)c1ccccc1Nc1nccs1	-0.5
CCCCCCCCCn1cc(C(C)=O)c(=O)[nH]c1=O	-0.091
COc1ccc(CN(Cc2cccnc2)C(=S)NCCc2ccccc2)cc1OC	-0.5
OC1CCCN(c2c3c(nc4cc(-c5cccc(Cl)c5)nn24)CCC3)C1 (configuration not stated)	1
Cc1ccc(C)c(NC(=O)C2CC(O)CN2C(=O)OC(C)(C)C)c1 (configuration not stated)	0.051
Cc1ccc(NC(=O)CSc2nnc(Cn3c(=O)sc4ccccc43)n2C)cc1	1.3
CC(C)(C)n1nnnc1C(c1cccc(C#N)c1)N1CCCc2ccccc21 (configuration not stated)	-1.9
CN1CCN(Cc2cc(COCc3ccccc3)c3cccnc3c2O)CC1	-0.53
Cc1ccc(-c2nnn(CC(=O)N(CC3CCCO3)C(C(=O)NC3CCCCC3)c3ccc(F)cc3)n2)o1 (configuration not stated)	0.41
CC(=O)N1CCc2cc(S(=O)(=O)NC(CC(C)C)C(=O)Nc3cc(C)ccn3)ccc21 (configuration not stated)	0.51
CC(C)Cc1nnc(NC(=O)CSc2ncn[nH]2)s1	0.42
CCCC(=O)C1=C(N(C)c2ccccc2)CC(C)(C)C(C(=O)OC)C1=O (configuration not stated)	0.18
CC(=O)Nc1ccc(N(C)S(C)(=O)=O)cc1	0.8
COc1cc(/C=N/n2nnnc2N)ccc1O	0.19
Cc1cc(C)n(-c2nc(NCCO)c3c4c(sc3n2)CCCC4)n1	-0.61
CCOc1cc(NS(=O)(=O)c2ccccc2)c(OCC)cc1NC(=O)c1ccco1	-0.23
O=C1Nc2cc(Cl)c(Cl)cc2N(O)N1c1ccc(Cl)c(Cl)c1	-1.6
COCCn1c(SCC(=O)N2CC(=O)Nc3ccccc32)nnc1-c1ccoc1C	0.41
CCn1c(COc2ccc(=O)n(-c3ccccc3)n2)nnc1SCc1cccc(OC)c1	1.1
CCc1cc2cccc(C)c2nc1SCC(=O)NNC(=O)c1ccco1	-0.31
Cc1ccc(N(C(C)C(=O)Nc2ccc3c(c2)OCO3)S(C)(=O)=O)cc1 (configuration not stated)	0.19
O=C(CCS(=O)(=O)c1ccc(Br)s1)N1CCc2ccccc21	-0.45
CCOC(=O)c1ccc(CS(=O)c2ccc(Cl)cc2)o1 (configuration not stated)	0.25
O=C(c1cc2ccccc2c(=O)o1)N1CCCc2ccccc21	0.73
C/C(=C\C(=O)c1cccnc1)Nc1ccc(O)cc1	0.36
CCOC(=O)C1(Nc2nccs2)Sc2ccccc2NC1=O (configuration not stated)	-0.87
CCCCNC(=O)C1CCN(Cc2ccccn2)CC1	-0.36
COc1ccc(OC(=O)c2cccnc2)cc1	0.12
COC(C)(C)[C@]12CC(O)(c3ccccc3)ON1[C@H]1CCCCC1N2O (some centres not stated)	-0.77
O=C(NCCCN1CCCC1=O)c1ccc2c(c1)NC(=O)c1ccccc1S2	0.81
COc1ccccc1CNC(=O)CN1C(=O)C(C)N(c2ccc(C)cc2)C1=O (configuration not stated)	0.39
(next part)
SMILES	Cav3 T inh
Cc1cc(=O)n2c(ccc3ccccc32)c1C#N	-0.51
CC(C)=CC(=O)Nc1nnc(C)s1	1.1
CCCC[C@@H]1CNC(=S)N1CCC12CC3CC(CC(C3)C1)C2	-1.1
Cc1sc2ncn(CC(=O)NCCCC(=O)N3CCN(c4ccccc4)CC3)c(=O)c2c1C	-0.32
Cc1cc2cc(C(c3nnnn3C(C)(C)C)N(Cc3ccco3)CC3CCCO3)c(=O)[nH]c2cc1C (configuration not stated)	-3
O=C(COC(=O)c1ccccn1)Nc1ccccc1Cl	-0.34
O=C(COc1ccccc1)NC(NC(=S)Nc1ccccc1O)C(Cl)(Cl)Cl (configuration not stated)	-7.9*
O=C(Cn1nnc(-c2ccc(Cl)cc2)n1)NC1CC2CCC1C2 (configuration not stated)	-4.6*
CCOC(=O)N1CCN(C(=O)CN(c2ccc(Cl)c(C(F)(F)F)c2)S(C)(=O)=O)CC1	2.7
Cc1sc2nc(C(C)C)nc(SCC(=O)NCc3ccco3)c2c1C	-0.014
Cc1ccc2c(CSc3nnc(C4CC4)n3N)cc(=O)oc2c1	0.14
Cc1ccc(NC(=S)Nc2ncccc2C)c(C)c1	-1.6
COc1ccc(NC(=O)C(NC(C)=O)C(=O)NCc2ccccc2)cc1 (configuration not stated)	0.27
O=C(c1cc(-c2cccs2)on1)N1CCc2ccccc2C1	-0.37
c1coc(-c2nnc(SCc3cn4ccccc4n3)o2)c1	0.099
CSc1n[nH]c(NCc2ccc(Cl)cc2)n1	0.035
COc1ccc(C2N=C(c3ccccc3)C(C)(C)N2O)cc1 (configuration not stated)	0.76
COc1cc(C=O)ccc1OCCOCCOc1cc(C)ccc1Cl	-3
Cc1ccc2nc(NNC(=O)c3ccc(S(=O)(=O)N4CCc5ccccc5C4)cc3)sc2c1	-0.56
O=C(Oc1cccc(N2C(=O)CCC2=O)c1)c1ccccc1	0.2
O=C(c1ccc(CN2CCOCC2)cc1)N1CCN(c2ccccc2F)CC1	-0.06
O=C(c1ccco1)N1CCN=C1SCc1cccc(Cl)c1	-1.2
c1nnn(C23CC4CC(CC(C4)C2)C3)n1	-1.6
COC(=O)c1ccccc1NC(=O)C1CCN(S(C)(=O)=O)CC1	-0.046
CCOC(=O)c1c(C)nn(Cc2ccccc2)c1N	0.0048
Cc1cc(C)cc(Oc2ccccc2/C=C\C(=O)O)c1	-0.88
CCOc1ccc(S(=O)(=O)NCc2csc(C)n2)cc1	0.5
CCCc1nnc(SCCSc2nnc(CCC)n2N)n1N	-0.022
O=C(c1ccc(S(=O)(=O)NCC2CCCO2)cc1)N1CCc2ccccc21 (configuration not stated)	0.41
Clc1ccc(/C=N/Nc2nnc(-c3ncc[nH]3)c3ccccc23)cc1	0.16
Cc1ccc(SCc2c(-c3ccccc3)nn(C)c2Cl)cc1	0.85
CC(C)Cn1c(=O)n(C)c(=O)c2[nH]cnc21	0.36
CCc1c(C(C)S(=O)(=O)c2ccc(C)cc2)[nH]c(=O)n1-c1ccc(C)cc1 (configuration not stated)	0.43
COc1ccc(-c2nsc3c(N4CCCC4)ncnc23)cc1	0.93
O=C(Cn1cnc2ccccc2c1=O)NCc1ccc2c(c1)OCO2	0.075
Cc1ccc(NC(=O)C2CCCN(S(=O)(=O)c3cccs3)C2)cc1 (configuration not stated)	-0.46
CC(=O)C1=C(O)C(=O)N(c2ccc(C)cc2)C1c1ccccn1 (configuration not stated)	1.4
CCOC(=O)c1c(CN2CCN(Cc3ccccc3)CC2)n(C)c2cc(Br)c(OC)cc12	-7*
CN(C)S(=O)(=O)N1CCCN(S(=O)(=O)N(C)C)CC1	-0.0091
CCc1cc2c(N3CCN(c4ccccc4)CC3)ncnc2s1	-3.6
Clc1ccc(N2N=C(c3cccs3)CC2c2ccco2)cc1 (configuration not stated)	-0.034
CCCCN(CC)S(=O)(=O)c1ccc(C(=O)Nc2nnc(-c3cccs3)o2)cc1	-4.8*
O=C(NNC1=C(C(=O)C(F)(F)F)CCC1)c1ccccc1O	-6.3*
CCCc1cc(C(=O)Nc2cccc(Cl)c2)no1	-2.8
COc1ccc(N(C)S(=O)(=O)c2ccc3c(c2)oc(=O)n3C)cc1	0.005
COC(=O)C1CCN(S(=O)(=O)c2ccc(OC)cc2)CC1	0.83
COc1ccc(NC(=O)CSc2nnc(Cc3cccn3C)n2CCc2ccccc2)cc1OC	-3.4
O=C(Oc1ccccc1C(=O)Oc1ccccc1)c1ccco1	-1.2
CCCC1=C(C(=O)OCC)C(c2ccccc2OCC)NC(=O)N1C (configuration not stated)	-1.5
CCOC(=O)C1CCN(C(c2cc3ccc(C)cc3[nH]c2=O)c2nnnn2C2CCCCC2)CC1 (configuration not stated)	-3.3
Cc1ccc2c(Cl)cc(Cl)c(OCc3c(C)noc3C)c2n1	0.33
O=C(CCCn1c(=O)[nH]c2cc(Cl)ccc2c1=O)NCCN1CCN(c2ccccc2)CC1	0.27
CC1=C(C(=O)N2CCc3ccccc32)C2(CCC(C)CC2)OC1=O (configuration not stated)	0.33
CCc1nnc(NC(=O)NCN2C(=O)C3C4C=CC(C4)C3C2=O)s1 (configuration not stated)	-0.48
CC1CN(CCC(=O)Nc2ccc3c(c2)OCO3)CC(C)O1 (configuration not stated)	0.4
O=C(NCc1ccc(Cl)cc1)c1ccc(Cl)cc1[N+](=O)[O-]	-0.66
COc1ccc(C2NC(=O)NC(O)(C(F)(F)F)C2C(=O)c2ccc(F)cc2)cc1 (configuration not stated)	1.1
CS(=O)(=O)N1CCN(C(=O)c2c(F)cccc2F)CC1	0.63
O=C(NC1CCCC1)c1noc2c1CCCCC2	1.4
Cc1ccc(NC2=NCC(=O)N2Cc2ccc3c(c2)OCO3)cc1	-0.67
The list goes on:
SMILES	Cav3 T inh
CC(=O)Nc1ccc(S(=O)(=O)N2CCN(c3nc(NC4CCCC4)c4ccccc4n3)CC2)cc1	0.066
NC(=O)NCC12CC3CC(CC(C3)C1)C2	0.56
COc1cccc(CN(CC(=O)NCC2CCCO2)C(=O)CNS(=O)(=O)c2ccccc2)c1 (configuration not stated)	-0.29
Clc1ccc(-c2csc(NNC3=NCCCCC3)n2)cc1	0.37
CCCn1c(NCc2ccccn2)nc2ccccc21	-0.024
COc1ccc(NC(=O)c2nc[nH]c2C(=O)N[C@@H](CC(C)C)C(=O)OC(C)(C)C)cc1	0.1

High-throughput results deposited in PubChem BioAssay by Vanderbilt High Throughput Screening Facility.

A portion of the library, so the mix of outcomes need not match the whole.
